OX1R antag-1: OX1R (HCRTR1) antagonists, primary screen, fluorescence, CHO/OX1R cells, Fluo-8 calcium, orexin A; Orexin/Hypocretin receptor type 1 (Homo sapiens), O43613; Fluo-8 calcium fluorescence; inhibition, % at 5 µM; actives 0.43% (n = 330,000); AID 434989, 2010;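 active means inhibition above its plate's threshold, mean inhibition of all tested compounds on the plate plus 3 SD, cut at about 37% in these data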;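 further: 0% = orexin A challenge wells and 100% = SB-334867-A antagonist wells; not every result past the cut was called active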
Target sequence (O43613 whole entry, looked up): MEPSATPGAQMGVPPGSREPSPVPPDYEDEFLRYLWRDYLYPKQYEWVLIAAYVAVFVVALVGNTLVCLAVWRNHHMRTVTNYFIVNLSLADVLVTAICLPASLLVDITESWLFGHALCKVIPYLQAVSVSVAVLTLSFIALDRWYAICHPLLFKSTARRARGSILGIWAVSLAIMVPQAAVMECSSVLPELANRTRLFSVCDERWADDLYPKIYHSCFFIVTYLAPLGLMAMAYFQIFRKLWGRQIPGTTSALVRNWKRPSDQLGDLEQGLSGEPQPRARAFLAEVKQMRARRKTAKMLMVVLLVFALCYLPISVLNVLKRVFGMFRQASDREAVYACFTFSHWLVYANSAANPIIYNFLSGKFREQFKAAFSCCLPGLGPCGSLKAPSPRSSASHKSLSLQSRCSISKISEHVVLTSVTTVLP
OX1R antag-2: antagonists of human orexin 1 receptor (OX1R); Orexin/Hypocretin receptor type 1 (Homo sapiens), O43613; OX1R-expressing cells, FRET antagonist read-out; inhibition, % at 6.6 µM; actives 1.8% (n = 330,000); AID 485270, 2010; in the data active means inhibition mostly above about 38%, no sharp cut-off; inactive means mostly below about 40%;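 further: 0% = agonist challenge alone and 100% = reference antagonist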
The depositor's hits bear a star.

1	CC(C(=O)NC1CCCCCC1)n1cc([N+](=O)[O-])cn1 (centres undefined)
2	Cc1cc(NC(=O)CCl)n(-c2nc3ccccc3s2)n1
3	CCn1nc(C(=O)NNC(=O)c2cc(Cl)ccc2OC)c2ccccc2c1=O
4	Nc1nc(NCC(=O)O)nc(N2CCCCCC2)c1[N+](=O)[O-]
5	c1ccc(-c2noc(CSc3nnnn3C3CCCCC3)n2)cc1
6	CCC(C)c1ccc(NC(=O)C2CCN(c3ccc(C(F)(F)F)cn3)CC2)cc1 (centres undefined)
7	CCOc1ccc(S(=O)(=O)N2CCCC(C(=O)NCc3cccnc3)C2)cc1 (centres undefined)
8	O=C(c1ccccn1)c1conc1C(=O)c1ccc(Br)cc1
Compound,1,2,3,4,5,6,7,8
OX1R antag-1,18,-6,-37,-16,-8,-14,-25,-20
OX1R antag-2,7,15,10,-4,9,3,34,28

9	CN(Cc1c(F)cccc1Cl)C(=O)c1ccc(COc2ccccc2)cc1
10	Cc1ccc(C)c(N2CCN(C(=O)c3csc4ccccc34)CC2)c1
11	CCN(CC)C(=O)[C@H]1C[C@H](CC(=O)NCc2ccc(OC)c(OC)c2)C(=O)N2CCc3c([nH]c4cc(-c5ccco5)ccc34)[C@]12C
12	CC(NC(=O)c1ccc(NC(=O)c2ccco2)cc1)c1ccccc1 (centres undefined)
13	COCCNCC(=O)Nc1ccccc1Sc1ccccc1
14	Cc1ccc(C)c(N(Cc2ccccc2F)S(C)(=O)=O)c1
15	Cc1ccc(CSCc2ccc(C(=O)NC3CCCC3)o2)cc1
16	Cc1cc(C)n2nc(SC(C)C(=O)N(C)c3ccccc3)nc2n1 (centres undefined)
Compound,9,10,11,12,13,14,15,16
OX1R antag-1,-25,-28,-16,0,-23,-18,-19,-7
OX1R antag-2,31,-1,4,5,6,24,9,2

From compound 2 up to 16, copied from above:
2	Cc1cc(NC(=O)CCl)n(-c2nc3ccccc3s2)n1
3	CCn1nc(C(=O)NNC(=O)c2cc(Cl)ccc2OC)c2ccccc2c1=O
4	Nc1nc(NCC(=O)O)nc(N2CCCCCC2)c1[N+](=O)[O-]
5	c1ccc(-c2noc(CSc3nnnn3C3CCCCC3)n2)cc1
6	CCC(C)c1ccc(NC(=O)C2CCN(c3ccc(C(F)(F)F)cn3)CC2)cc1 (centres undefined)
7	CCOc1ccc(S(=O)(=O)N2CCCC(C(=O)NCc3cccnc3)C2)cc1 (centres undefined)
8	O=C(c1ccccn1)c1conc1C(=O)c1ccc(Br)cc1
9	CN(Cc1c(F)cccc1Cl)C(=O)c1ccc(COc2ccccc2)cc1
10	Cc1ccc(C)c(N2CCN(C(=O)c3csc4ccccc34)CC2)c1
11	CCN(CC)C(=O)[C@H]1C[C@H](CC(=O)NCc2ccc(OC)c(OC)c2)C(=O)N2CCc3c([nH]c4cc(-c5ccco5)ccc34)[C@]12C
Compound,2,3,4,5,6,7,8,9,10,11
OX1R antag-1,-6,-37,-16,-8,-14,-25,-20,-25,-28,-16
OX1R antag-2,15,10,-4,9,3,34,28,31,-1,4

12	CC(NC(=O)c1ccc(NC(=O)c2ccco2)cc1)c1ccccc1 (centres undefined)
13	COCCNCC(=O)Nc1ccccc1Sc1ccccc1
14	Cc1ccc(C)c(N(Cc2ccccc2F)S(C)(=O)=O)c1
15	Cc1ccc(CSCc2ccc(C(=O)NC3CCCC3)o2)cc1
16	Cc1cc(C)n2nc(SC(C)C(=O)N(C)c3ccccc3)nc2n1 (centres undefined)
Compound,12,13,14,15,16
OX1R antag-1,0,-23,-18,-19,-7
OX1R antag-2,5,6,24,9,2

New compounds follow:
17	Cn1c(=O)c2c(nc(Oc3ccc4c(c3)OCO4)n2Cc2ccc(F)cc2)n(C)c1=O
18	CCOC(=O)C1=C(C)N(c2ccccc2)C(=O)C1CC(=O)O (centres undefined)
19	O=C(CSc1nnc(COc2ccc(Cl)cc2)o1)NC1CC2CCC1C2 (centres undefined)
20	CC(C)(C)OC(=O)N/N=C\c1cccnc1
21	O=C(Oc1ccccc1)c1cc2ccccc2o1
22	C=CC[C@@H](CC(=O)NCCO)C(=O)NC[C@H](OC(=O)[C@@H](CC=C)CC(=O)OC(C)(C)C)c1ccccc1
23	Cc1cc(C)c2[nH]c(=O)c(CN(CC3CCCO3)C(=O)C3CCCO3)cc2c1 (centres undefined)
24	COC(=O)c1cn(CCOc2ccccc2)c2ccccc12
Compound,17,18,19,20,21,22,23,24
OX1R antag-1,-12,-33,-4,4,-18,-14,-23,3
OX1R antag-2,2,8,21,23,12,23,14,34

25	COc1cc(/C=C/c2nc3ccccc3s2)cc(OC)c1O
26	CN1C(=O)c2cccc(NC(=O)CCc3ccccc3)c2C1=O
27	O=C(CCN1C(=O)/C(=C/c2cccs2)SC1=S)NC1=NCCS1
28	CCc1c(C#N)c(SCCC(=O)Nc2ccc(OC)cc2)nc2c1C(=O)CC(C)(C)C2
29	Nc1nc(Cl)nc2ccc(Br)cc12
30	CCOC(=O)c1cnc(Cc2ccccc2)[nH]c1=O
31	Cc1ccccc1CC1(CO)CCCN(C(=O)c2cccc(Cl)c2)C1 (centres undefined)
32	COCC(C)n1c(SCc2nc3ccccc3c(=O)[nH]2)nc2ccccc2c1=O (centres undefined)
Compound,25,26,27,28,29,30,31,32
OX1R antag-1,-17,-35,-39,15,-12,-9,-20,-42
OX1R antag-2,14,24,22,30,10,-1,17,9

33	COc1ccc(C(=O)NNC(=O)C2CCN(S(=O)(=O)c3ccc(C)cc3)CC2)cc1
34	CCOC(=O)C1(CCCc2ccccc2)CCN(C(=O)CCC2=NNC(=O)CC2)CC1
35	O=CN1CCN(c2ncnc3c2nnn3Cc2c(F)cccc2Cl)CC1
36	O=C(NC(=S)N1CCN(C/C=C/c2ccccc2)CC1)c1c(F)cccc1F
37	Cc1ccc(S(=O)(=O)NCc2ccc(C(=O)N(C)CCC#N)cc2)cc1
38	CC(C)(C)n1c(=O)[nH]c2c(c1=O)CCC2
39	COc1ccc(NC(=O)N2CCCC(C(=O)Nc3ccccc3OC)C2)cc1 (centres undefined)
40	Cc1cccc(OCCCn2c(=O)oc3ccc(C)cc32)c1
Compound,33,34,35,36,37,38,39,40
OX1R antag-1,-9,-15,-23,-6,-4,-9,-32,-26
OX1R antag-2,11,10,11,15,2,3,7,31

41	O=C(CSc1nnc(CNC(=O)c2c(F)cccc2F)o1)c1ccccc1
42	CC1=CC(C)(C)N2C(=O)C(=O)c3cc(OC(=O)c4ccco4)cc1c32
43	C/C(=N\NC(=O)C1(C)CC1(Br)Br)c1ccc(NC(=O)c2ccc(C)o2)cc1 (centres undefined)
44	Cc1c(CCC(=O)N[C@@H](CCCNC(N)=O)C(=O)O)c(=O)oc2cc3oc4c(c3cc12)CCCC4
45	C[C@H](C(=O)C=[N+]=[N-])N1C(=O)c2ccccc2C1=O
46	CN(CC(=O)Nc1ccc(F)cc1)C(=O)c1cc(-c2ccco2)nc2ccccc12
47	Cc1nnsc1-c1nnc(SCC(=O)c2ccccc2)n1C1CC1
48	O=C(Nc1ccc(O)c2c(=O)cc(-c3ccccc3Cl)oc12)c1ccccc1Cl
Compound,41,42,43,44,45,46,47,48
OX1R antag-1,-9,-17,-23,-15,-16,-24,-18,-23
OX1R antag-2,1,15,21,-1,19,2,6,20

49	CC(C)CCOc1ccc(NC(=O)C2OC3OC(C)(C)OC3C3OC(C)(C)OC23)cc1 (centres undefined)
50	O=C(Cn1ccc([N+](=O)[O-])n1)NCc1nc2ccccc2[nH]1
51	COc1ccc(CN(Cc2cc3ccc(C)cc3[nH]c2=O)Cc2nnnn2C2CCCC2)cc1
52	COc1cc(C(=O)OCc2ccc([N+](=O)[O-])cc2)cc(OC)c1OC
53	CS(=O)(=O)N(CC(=O)O)c1cccc(Cl)c1
54	COc1ccc2sc(-c3ccc(S(C)(=O)=O)cc3)c(-c3ccc(C(N)=O)cc3)c2c1
55	Cc1ccc(-c2nnc(-c3cccc(NC(=O)c4cccs4)c3)o2)cc1
56	CCCCc1c(C)nn(-c2nnc3c4ccccc4n(CC)c3n2)c1C
Compound,49,50,51,52,53,54,55,56
OX1R antag-1,-1,3,-17,-9,11,11,-17,10
OX1R antag-2,5,37,-2,14,1,9,30,11

57	COc1ccc(NC(=O)c2cc3ccccc3o2)cn1
58	CCc1ccc(/C=N/NC(=O)c2c[nH]c3ccccc23)s1
59	Cc1ccc(CN2C(=O)N/C(=C\c3ccc(-c4ccc(C(=O)O)cc4C)o3)C2=O)cc1
60	Cc1cc(NC(=O)CCC(=O)N(CC(=O)NC2CCCC2)c2ccc(F)cc2)no1
61	C/C(N=Nc1nc2ccccc2s1)=N\Nc1ccccc1O
62	CC(c1ccccc1)N1CCn2c(nc3cc(NC(=O)c4cccs4)ccc32)C1 (centres undefined)
63	CN1CCN(C(=O)/C(=C\c2ccc3c(c2)OCO3)NC(=O)c2cccs2)CC1
64	O=C(CN1C2=NCCCN2c2ccccc21)c1ccc2c(c1)OCO2
Compound,57,58,59,60,61,62,63,64
OX1R antag-1,1,-11,5,-19,-12,-18,-16,-24
OX1R antag-2,3,31,13,18,19,7,15,-5

65	CN(C1CCS(=O)(=O)C1)S(=O)(=O)c1ccc(C2CCCCC2)cc1 (centres undefined)
66	CCCCN(C(=O)c1ccc2c(c1)OCO2)c1c(N)n(CCCC)c(=O)[nH]c1=O
67	COc1ccc(C2=Nc3cc(C)ccc3OC2)cc1
68	CC1CCC(C(C)C)C(OCC(O)CNC(C)C)C1 (centres undefined)
69	Cc1ncsc1C(=O)O
70	Cc1cccc(C)c1NC(=O)CNC(=O)CCCc1c[nH]c2ccccc12
71	O=C(Nc1ccccc1N1CCOCC1)c1ccc(Cl)nc1
72	CCN(C(=O)c1ccc(Cl)c([N+](=O)[O-])c1)c1ccccc1
Compound,65,66,67,68,69,70,71,72
OX1R antag-1,-2,-1,-26,-16,6,3,-41,-17
OX1R antag-2,15,3,3,5,13,4,17,15

73	Cc1ccccc1C(=O)NC(CC(C)C)C(=O)N1CCN(c2ccccc2)CC1 (centres undefined)
74	CCCCn1c2ccc(F)cc2c2nnc(NN)nc21
75	CC(CC(=O)N1CCN(S(=O)(=O)c2ccccc2)CC1)n1cncn1 (centres undefined)
76	NC(=O)N/N=C1\CCS(=O)(=O)c2ccc(F)cc21
77	Cc1cc(NS(=O)(=O)c2ccc(NC(=S)NC(=O)/C=C/c3ccccc3)cc2)no1
78	CSCC[C@H](NC(=O)c1ccc(Cl)c([N+](=O)[O-])c1)c1nc2ccccc2[nH]1
79	COC(=O)CN(C(=S)Nc1ccc(F)cc1)C1CC(=O)N(c2ccccc2)C1=O (centres undefined)
80	O=C(NCc1ccco1)/C(=C\c1cccs1)NC(=O)c1ccco1
Compound,73,74,75,76,77,78,79,80
OX1R antag-1,-34,-45,-12,-1,-35,-26,-18,-17
OX1R antag-2,5,30,13,-2,9,38,10,7

81	COc1cc(C2C(C#N)=C(N)Oc3c2oc(CO)cc3=O)ccc1OC(C)C (centres undefined)
82	Cc1cc(C(=O)OCC(=O)NCCN2C(=O)CSC2=O)ccc1[N+](=O)[O-]
83	COc1ccc(CN2CCN(C(=O)c3ccc4nc(N5CCOCC5)sc4c3)CC2)c(OC)c1OC
84	NNC(=O)c1cc2cc3ccccc3nc2s1
85	O=C(c1cccc(F)c1)N1CCN(C2CCCCC2)CC1
86	O=C(Nc1cccc(Cl)c1)Nn1cnnc1
87	O=C(Nc1ccccc1C(=O)O)c1cccc(NS(=O)(=O)c2ccc(Br)cc2)c1
88	Cc1ncc(CO)c(/C=N/NC(=O)c2ccccc2Br)c1O
Compound,81,82,83,84,85,86,87,88
OX1R antag-1,5,-17,-16,8,5,-3,-53,-3
OX1R antag-2,8,15,8,9,1,3,-6,14

89	O=C(OCCOCCN=C1NS(=O)(=O)c2ccccc21)c1ccncc1
90	CCOc1ccccc1NC(=O)Nc1cnccn1
91	Cc1ccc(Cl)cc1NC(=O)CNC(=O)N1CC(=O)Nc2ccccc21
92	COc1cc(OC)cc(C(=O)Nc2cccc(NC(C)=O)c2)c1
93	CCOC(=O)c1cnc2nc(C)nn2c1N
94	O=C(Cc1ccc(-n2c(=O)[nH]c3ccccc3c2=O)cc1)N1CCN(c2ccccc2)CC1
95	COc1cccc(CCNC(=O)C2CCCN(c3ncnc4c3nc3n4CCCCC3)C2)c1OC (centres undefined)
96	COc1cc(OC)cc(C(=O)NCCOc2ccccc2)c1
Compound,89,90,91,92,93,94,95,96
OX1R antag-1,-3,-8,-1,-6,-7,-37,-19,-1
OX1R antag-2,5,12,5,13,15,26,15,52

97	NS(=O)(=O)c1cccnc1Nc1c(Cl)cccc1Cl
98	O=C(O)Cc1sc(Nc2ccc(F)cc2)nc1-c1cccs1
99	COc1cccc(N2CCN(c3cnc4ccccc4n3)CC2)c1
100	O=C(CCc1nc2ccccc2[nH]c1=O)OCc1ccc(S(=O)(=O)N2CCOCC2)cc1
Compound,97,98,99,100
OX1R antag-1,-13,4,-20,-12
OX1R antag-2,18,16,44,4
